# KDM5B inhibitor = Primary screen for KDM5B Histone Demethylases FDH-coupled qHTS; KDM5B demethylase, FDH-coupled NADH fluorescence (FDH is formaldehyde dehydrogenase); 220,000 compounds, 2.6% hits; Potency, µM (series often up to 57.7 µM), without a hit: at the top dose activity change, negative = inhibition, hits mostly inhibitors; active = well fitted inhibition curve with a large enough effect; inconclusive = small, poorly fitted or top-dose-only effect; inactive = no such curve, though single readings can be large or run the other way; also: 0% is about no effect; nearly all actives have a fitted effect of over 70% in size
# Target sequence (Q9UGL1 whole entry, looked up): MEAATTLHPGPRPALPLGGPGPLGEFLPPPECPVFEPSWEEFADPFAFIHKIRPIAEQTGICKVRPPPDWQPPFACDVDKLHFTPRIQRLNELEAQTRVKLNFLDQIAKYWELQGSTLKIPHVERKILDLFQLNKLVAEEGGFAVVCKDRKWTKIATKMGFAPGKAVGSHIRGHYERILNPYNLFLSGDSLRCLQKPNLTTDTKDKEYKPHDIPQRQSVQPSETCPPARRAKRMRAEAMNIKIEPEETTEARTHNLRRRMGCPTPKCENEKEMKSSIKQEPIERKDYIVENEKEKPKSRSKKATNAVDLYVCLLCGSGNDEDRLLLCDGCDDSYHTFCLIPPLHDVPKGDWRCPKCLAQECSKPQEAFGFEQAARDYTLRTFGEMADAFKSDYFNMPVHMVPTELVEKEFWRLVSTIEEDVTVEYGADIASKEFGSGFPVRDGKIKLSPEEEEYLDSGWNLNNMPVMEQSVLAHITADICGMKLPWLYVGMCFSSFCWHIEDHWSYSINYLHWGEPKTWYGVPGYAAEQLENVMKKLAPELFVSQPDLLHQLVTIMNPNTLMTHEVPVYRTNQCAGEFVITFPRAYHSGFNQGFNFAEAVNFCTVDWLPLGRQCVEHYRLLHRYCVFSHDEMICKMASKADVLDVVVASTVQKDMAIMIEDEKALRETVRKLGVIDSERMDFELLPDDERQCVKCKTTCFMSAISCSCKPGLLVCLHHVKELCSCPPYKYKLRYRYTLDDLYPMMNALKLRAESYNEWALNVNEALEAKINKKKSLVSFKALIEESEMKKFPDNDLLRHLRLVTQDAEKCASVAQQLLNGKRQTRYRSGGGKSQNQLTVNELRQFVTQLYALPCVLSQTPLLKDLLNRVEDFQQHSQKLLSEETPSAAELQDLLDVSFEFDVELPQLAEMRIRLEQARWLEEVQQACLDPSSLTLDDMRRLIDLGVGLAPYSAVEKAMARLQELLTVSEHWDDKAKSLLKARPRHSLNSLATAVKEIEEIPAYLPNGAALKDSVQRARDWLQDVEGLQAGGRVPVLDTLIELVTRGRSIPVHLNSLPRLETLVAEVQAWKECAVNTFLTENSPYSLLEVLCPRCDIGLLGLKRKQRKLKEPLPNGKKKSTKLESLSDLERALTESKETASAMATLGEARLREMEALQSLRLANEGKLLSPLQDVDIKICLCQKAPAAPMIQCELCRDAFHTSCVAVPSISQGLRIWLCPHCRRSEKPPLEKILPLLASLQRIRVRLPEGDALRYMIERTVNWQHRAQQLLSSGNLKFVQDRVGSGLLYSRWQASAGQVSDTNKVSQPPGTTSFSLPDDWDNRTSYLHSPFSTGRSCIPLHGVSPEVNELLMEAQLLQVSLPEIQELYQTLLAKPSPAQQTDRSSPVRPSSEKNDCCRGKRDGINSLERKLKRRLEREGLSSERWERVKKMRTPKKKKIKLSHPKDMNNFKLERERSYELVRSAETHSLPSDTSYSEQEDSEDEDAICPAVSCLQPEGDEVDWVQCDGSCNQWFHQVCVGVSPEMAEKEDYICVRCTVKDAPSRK
#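 Measured: NADH fluorescence change, 30 min, RT. System: KDM5BΔAP 200 nM final, H3K4me3 peptide, α-KG, Fe(II), ascorbate, NAD⁺ plus FDH, pH 7.5 HEPES. Compounds: titrated, 10 min pre-incubation with enzyme.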
# An asterisk follows results filed as active; ? = inconclusive; [ ] = another dose, or the depositor's remark. Potency is read from the fitted curve at half-maximal effect.
KDM5B inhibitor	mol
-6%	O=C1c2[nH]nc(-c3ccccc3O)c2C(c2cccc(Cl)c2)N1Cc1cccnc1 (configuration not stated)
1%[86.2 µM]	CC(C)CN1CCC(O)(c2csc(CN(C)Cc3cccnc3)n2)CC1
18%	CCOc1ccc(CNC23CC4CC(CC(C4)C2)C3)cc1
-14%	CCN1CCN(c2ncnc3c2cnn3-c2cc(Cl)ccc2C)CC1
12%	CC(C)S(=O)(=O)N1CCC(Oc2ncccc2C(=O)N(C)C)C1 (configuration not stated)
29%	CCc1ccc(C(=O)Nc2ccc3oc(C)nc3c2)cc1
-8%	CCc1ccccc1NC(=O)Cn1c(N2CCN(c3ccccc3)CC2)nc(C)cc1=O
20%	CCCCCCCCCCCC(=O)NC(Cc1ccc(OC)c([N+](=O)[O-])c1)C(=O)O (configuration not stated)
?	COc1ccc(C(=O)N2CC(Oc3ccc4c(c3)OCO4)C2)cc1
12%	COc1ccc(Cl)cc1NC(=O)Cn1c(=O)n(CCC(=O)NCc2ccc3c(c2)OCO3)c(=O)c2ccccc21
4%	Cc1nc2ccccc2n1CC(O)COc1ccccc1F (configuration not stated)
-27%	COc1ccc(C)cc1NC(=O)CN(C)S(=O)(=O)c1ccc2c(c1)c(=O)n(C)c(=O)n2C
-10%	CCCNC(=O)C1CCN(C(=O)N2CC(C)Oc3ccccc32)CC1 (configuration not stated)
-1%	O=C(NC1CC1)c1cc2c(s1)CCCCC2
?	O=C(/C=C/c1ccc2c(c1)OCO2)NC1CCSC1=O (configuration not stated)
-22%	CCCOc1cccc(C(=O)Nc2cccc3cccnc23)c1
-6%	COC(=O)c1ccc(/C=C/C(=O)c2ccc3cc(OC)ccc3c2)cc1
-1%	CC(=O)c1ccc(NS(=O)(=O)c2ccc(-c3coc(C)n3)cc2)cc1
?	O=C(CC[C@@H]1CNC(=O)[C@@H]2C[C@H](NC(=O)Nc3ccc(F)cc3F)CN12)NC1CC1
-9%	O=C(CSCc1cnn(-c2ccccc2)c1-n1cccc1)NCc1cccc(Cl)c1
-2%	Cc1ccccc1NC(=O)CSc1nc(=O)n(CCN(C)C)c2c1CCC2
-1%	CN1CCOC(CNC(=O)Cc2ccc(Cl)cc2)C1 (configuration not stated)
?	CCOc1ccc(-c2cc(C(=O)Oc3ccc(C#N)cc3)no2)cc1
-20%	COC(=O)[C@]12C[C@H](CC(=O)NCCCCc3ccccc3)C(=O)N(CCc3ccc(OC)c(OC)c3)C1=C[C@H](COCc1ccccc1)O[C@@H]2C
6%	Cc1ccc2[nH]cc(C(C(=O)O)N3CCc4ccccc4C3)c2c1 (configuration not stated)
35%[activator]	COc1ccc(OCc2nnc(NC(=O)Nc3ccccc3F)s2)cc1
?	Fc1ccc(Nc2nc(SCc3ccccc3Cl)nc3ccccc23)cc1
12%	O=C(NNC(=O)c1cccs1)c1cccc(F)c1
27%	O=S(=O)(NCc1cn2ccsc2n1)c1ccccc1
?	O=Cc1ccc(Sc2ccc(Cl)cc2)cc1
?	O=C(CN1CC2CC(C1)[C@H]1CCCC(=O)N1C2)NCCCN1CCc2ccccc2C1 (some centres not stated)
5%	O=C(CSc1nnc(Cc2cccs2)n1C1CC1)N1CCN(c2ccccc2)CC1
19%[115 µM]	O=S1(=O)NC2(CCCN(CCc3ccccc3)C2)COc2ccccc21 (configuration not stated)
5%	Cc1cccc2nc(C(=O)N3CCC4(CC3)CC(c3ccccc3)CN(C)C4)cn12 (configuration not stated)
?	CCn1c(-c2ccc[nH]c2=O)nc2ccccc21
34%[activator]	COc1cc(SC)ccc1C(=O)O
-17%	COc1cccc2c1OCCCN(Cc1cn(-c3ccccc3)nn1)C2
-14%	CCN1C(=O)c2ccccc2S(=O)c2ccc(C(=O)NC3CCCc4ccccc43)cc21 (configuration not stated)
?	O=C1CO[C@H]2CCN(Cc3ccccc3)CC[C@@H]2N1CCc1cccnc1
32µM*	c1c[nH]c(-c2nc3ccncc3[nH]2)c1
?	O=C(NCC(c1ccc2c(c1)OCO2)N1CCN(c2ccccc2)CC1)c1ccccc1F (configuration not stated)
36%[activator]	CCCCCn1c(=N)c(S(=O)(=O)c2ccccc2)cc2c(=O)n3ccccc3nc21
12%	Cc1cccc(CN2CC=C(C(=O)O)CC2)c1
?	Cc1ccccc1C(=O)Nc1c(C(=O)N2CCN(Cc3ccccc3)CC2)oc2ccccc12
12%	CC1(c2ccc3c(c2)OCCO3)NC(=O)N(CC(=O)c2cn(CCC#N)c3ccccc23)C1=O (configuration not stated)
?	Cc1nn(C)c2c1c(C(F)(F)F)cc(=O)n2C(C)C(=O)NCCC(C)C (configuration not stated)
2%	NC(=O)COc1ccc(-c2noc(COc3ccc(Cl)cc3)n2)cc1
128%[activator]	N#C/C(=C\c1ccncc1)c1nc2ccccc2o1
-4%	Cc1ccc(NC(=O)N2CCC3(CC2)CC(Cc2nc(-c4ccccc4)no2)CCO3)cc1C (configuration not stated)
-20%	Cc1ccc(CNS(=O)(=O)c2cc(C(=O)Nc3ccc(C(C)C)cc3)ccc2F)cc1

# More structures.
KDM5B inhibitor	mol
-23%	O/N=C(/Cc1ccccc1)c1ccc(O)cc1O
2%	Cc1cc2oc(=O)cc(CSc3nnc4ccccn34)c2cc1C(C)C
-5%[86.2 µM]	O=C1NC2(CCN(C(=O)c3ccccc3)C2)N=C1c1ccccn1 (configuration not stated)
?	CCC(=O)Oc1ccc2c(=O)c(Oc3cc(C)cc(C)c3)coc2c1
11%	CCC(C)c1ccc(NC(=O)Cn2nc(C(N)=O)c3ccccc3c2=O)cc1 (configuration not stated)
?	COCCc1noc(C2Cc3ccccc3N2C(=O)Nc2cc(C)cc(C)c2)n1 (configuration not stated)
-8%	O=C(NC1C[C@H]2CC[C@@H](C1)N2C(=O)COc1ccc(F)cc1)c1ccncc1 (some centres not stated)
14µM*	CCCc1noc(-c2cccn3c(CNC(=O)c4ccc(F)cc4)nnc23)n1
-8%	CCOC(=O)N1CCC(NS(=O)(=O)c2ccc(NC(C)=O)c(Cl)c2)CC1
?	COC(=O)c1ccc(COC(=O)/C=C/c2ccc3c(c2)OCO3)o1
-24%[86.2 µM]	CC(C)NC(=O)C(C)[C@@H]1CC[C@@]2(C)CC[C@H](N[S+](C)(=O)[O-])[C@@H](C)[C@@H]2[C@H]1O (some centres not stated)
?	Cc1cccc(-c2nc(Cn3c(SCc4cccc(C(F)(F)F)c4)nc4ccncc43)c(C)o2)c1
4%	COc1ccc(C(=O)N[C@H](Cc2ccccn2)C2CC(O)C2)cc1F (some centres not stated)
-14%	O=C(CSc1nnc(-c2ccc(Cl)cc2)n1Cc1ccco1)N1CCCC1
-107%	O=C(Nc1ccc(Br)cc1)c1cc2nc(-c3ccccc3)cc(-c3ccccc3)n2n1
-17%	COc1cc(NC(=O)c2nnn(CC(=O)Nc3cc(C)ccc3C)c2N)cc(OC)c1
10%	Cc1ccc(OCCC(=O)N2CCN(S(=O)(=O)c3cccs3)CC2)cc1
4%	CC(=O)c1ccccc1C(=O)N1CCCC(N2CCN(Cc3ccc4c(c3)OCO4)CC2)C1 (configuration not stated)
26%	Cc1ccc(NC(=O)Nc2ccno2)cc1
4%	COc1ccccc1OCCN1C(=O)C(NC(C)=O)c2ccccc21 (configuration not stated)
6%	Cc1cc(C)cc(C(=O)NCC(=O)OCc2ncc(-c3ccccc3)o2)c1
11%	N=C1C(c2nc3ccccc3c(=O)[nH]2)=C(O)CN1c1ccc(Cl)cc1
14%	CCc1cccc(C)c1NC(=O)C1CCN(S(=O)(=O)c2c(C)noc2/C=C/c2c(C)cc(C)cc2C)CC1
14%	COCCn1c(-c2ccccc2Cl)n[nH]c1=S
-15%	COc1ccc(C)cc1-n1cnc2cc(C(=O)NC3CCCC3)ccc21
-17%[115 µM]	COc1ccc(N2CC3CCC(C2)N3Cc2ccc(Cl)cc2)cc1
15%[11.5 µM]	CCOC(=O)c1cnc2ccc(C)cc2c1Nc1ccc(OCc2ccccc2Cl)cc1
-4%	CCCC(=O)c1cc2c(cc1NC(=O)c1ccco1)OCCO2
-5%	COc1ccc(CCNC(=O)CSc2cn(CCNC(=O)c3ccccc3F)c3ccccc23)cc1OC
2%	CC(=O)c1ccc(S(=O)(=O)N2CCCCCC2c2cccn2C)cc1 (configuration not stated)

# A second format for part of the listing above:
Molecule | KDM5B inhibitor
COC(=O)c1ccc(COC(=O)/C=C/c2ccc3c(c2)OCO3)o1 | ?
CC(C)NC(=O)C(C)[C@@H]1CC[C@@]2(C)CC[C@H](N[S+](C)(=O)[O-])[C@@H](C)[C@@H]2[C@H]1O (some centres not stated) | -24%[86.2 µM]
Cc1cccc(-c2nc(Cn3c(SCc4cccc(C(F)(F)F)c4)nc4ccncc43)c(C)o2)c1 | ?
COc1ccc(C(=O)N[C@H](Cc2ccccn2)C2CC(O)C2)cc1F (some centres not stated) | 4%
O=C(CSc1nnc(-c2ccc(Cl)cc2)n1Cc1ccco1)N1CCCC1 | -14%
O=C(Nc1ccc(Br)cc1)c1cc2nc(-c3ccccc3)cc(-c3ccccc3)n2n1 | -107%
COc1cc(NC(=O)c2nnn(CC(=O)Nc3cc(C)ccc3C)c2N)cc(OC)c1 | -17%
Cc1ccc(OCCC(=O)N2CCN(S(=O)(=O)c3cccs3)CC2)cc1 | 10%
CC(=O)c1ccccc1C(=O)N1CCCC(N2CCN(Cc3ccc4c(c3)OCO4)CC2)C1 (configuration not stated) | 4%
Cc1ccc(NC(=O)Nc2ccno2)cc1 | 26%
COc1ccccc1OCCN1C(=O)C(NC(C)=O)c2ccccc21 (configuration not stated) | 4%
Cc1cc(C)cc(C(=O)NCC(=O)OCc2ncc(-c3ccccc3)o2)c1 | 6%
N=C1C(c2nc3ccccc3c(=O)[nH]2)=C(O)CN1c1ccc(Cl)cc1 | 11%
CCc1cccc(C)c1NC(=O)C1CCN(S(=O)(=O)c2c(C)noc2/C=C/c2c(C)cc(C)cc2C)CC1 | 14%
COCCn1c(-c2ccccc2Cl)n[nH]c1=S | 14%
COc1ccc(C)cc1-n1cnc2cc(C(=O)NC3CCCC3)ccc21 | -15%
COc1ccc(N2CC3CCC(C2)N3Cc2ccc(Cl)cc2)cc1 | -17%[115 µM]
CCOC(=O)c1cnc2ccc(C)cc2c1Nc1ccc(OCc2ccccc2Cl)cc1 | 15%[11.5 µM]
CCCC(=O)c1cc2c(cc1NC(=O)c1ccco1)OCCO2 | -4%
COc1ccc(CCNC(=O)CSc2cn(CCNC(=O)c3ccccc3F)c3ccccc23)cc1OC | -5%
CC(=O)c1ccc(S(=O)(=O)N2CCCCCC2c2cccn2C)cc1 (configuration not stated) | 2%

# Other records
KDM5B inhibitor	mol
-10%[115 µM]	COc1ccc(CN2CCCC3(CN[S+](=O)([O-])c4cccnc4O3)C2)cc1 (configuration not stated)
-8%	O=C(Cc1ccccc1F)NCCc1c[nH]c2ccccc12
2%	CN(C)C(=O)N1CCC(c2nc(COc3ccccc3)nn2CCO)CC1
-5%	Cc1cccc(NC(=O)CCn2nc(-c3ccccc3)c3ccccc3c2=O)c1
6%	O=C(COC(=O)c1cccc(NC(=O)c2ccc(Br)cc2)c1)c1ccc(Br)cc1
-12%	O=C(NC1CCCCC1)c1cc2n(n1)CC(c1ccc(Cl)cc1)OC2 (configuration not stated)
-6%	CCC(=O)N1c2ccccc2CC1C(=O)NCc1cc(OC)ccc1OC (configuration not stated)
-15%	COc1ccc(OC)c(-c2csc(NC(=O)CSCC(=O)Nc3cc(C)on3)n2)c1
-16%	Cc1ccccc1C(=O)Nc1sc2c(c1C(=O)N1CCCCC1)CCC(C)C2 (configuration not stated)
8%	CCCS(=O)(=O)N1CCc2nc(N3CCN(C)CC3)sc2C1
?	CCOC(=O)c1ccc(NC(=O)c2cc3c(=O)n(C)c4ccccc4c3n2C)cc1
3%	O=C(c1ccc(Oc2cc(Cl)cc(Cl)c2)o1)N1CCCCC1
?	Cc1c2c(cc3c4c(c(=O)oc13)CCCC4)C(O)CC(C)(C)O2 (configuration not stated)
-19%	Cc1nnc(N2CCN(c3ccccc3F)CC2)c2c1nnn2Cc1ccccc1
-6%	O=C(NCCSCc1cccs1)C1CC1
23%	CN(CC(=O)NC(=O)NC1CCCCC1)Cc1ccc2ccccc2c1
?	O=C(NCCn1ccc2ccc(Cl)cc21)C1CC(=O)N(c2n[nH]c3ccccc23)C1 (configuration not stated)
?	CCc1nc2cc(N3CCC(C(=O)O)CC3)cnc2nc1CC
29%	CCN1C(=O)CCN(C(=O)CCOC)CC12CCOCC2
-5%	Cc1cc(C)c(NS(=O)(=O)c2cc(-c3onc(C)c3C)ccc2C)c(C)c1
13%	COC[C@@H]1[C@H](NC(=O)c2cc(S(N)(=O)=O)ccc2OC)[C@@H]2CCO[C@H]12
-11%	CCCCCCC/C=N/NC(=O)c1ccccc1
26%	Cc1c(CC(=O)Nc2ccc(Cl)cc2)sc2ccc(Cl)cc12
-8%	CCc1cccc(-n2c(=O)c3cccnc3n2CC(=O)Nc2ccccc2C(=O)OC)c1
-32%	Ic1ccc2noc(-c3ccccc3)c2c1
-27%	Cc1nc(NCCC2CCOC2)c2c(C)nn(C)c2n1 (configuration not stated)
2%	COc1cccc(CNC(=O)C(C)Oc2ccccc2)c1 (configuration not stated)
-8%	O=C(c1ccc(Br)cc1)c1ccccc1C(=O)N1CCN(C(=O)C2CC2)CC1
14%	COC(=O)c1ccccc1NC(=O)N1CCc2c(sc3c2CCCC3)C1c1ccc(F)cc1 (configuration not stated)
13%	Cc1cc2c(c(SCC(=O)Nc3ccccc3)n1)C(=O)OC2
-22%	CCCCn1c(=O)[nH]c(=O)c2c1nc(COC(=O)/C=C/c1ccc(OC)c(OC)c1)n2C
-18%	COc1ccc(Cl)cc1NC(=O)C1(c2cccs2)CCOCC1
14%	N#CC1CCCc2c1[nH]c1ccccc21 (configuration not stated)
-27%	COc1ccc(Nc2nc3c(S(=O)(=O)c4ccccc4)nnn3c3ccc(Cl)cc23)c(OC)c1
-19%	O=C([C@H]1C[C@H](Oc2cccnc2)CN1C(=O)NC1CCCC1)N1CCOCC1
?	COc1ccc2cc(C(=O)OC(C)C(=O)NC(C)(C)C)c(C)nc2c1 (configuration not stated)
?	Cc1ccc(CN2CCCCCNC(=O)[C@@H]3CCC[C@@H]32)s1

# Some of the compounds tested, so the mix of outcomes need not match the whole.
